DDE Tn6 FP inh: DD(E)-Tn6 binding inhibition, primary FP screen. Fibrin DD(E) TRITC-Tn6 fluorescence polarization displacement. inhibition, % at 8.3 µM. 370,000 tested, 0.21% active;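 active = inhibition above a per-campaign cutoff: mean of compounds within control limits plus 3 SD, cut at about 15% in these data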;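 also: 0% = median of all compound wells on the plate and 100% = blocking peptide control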
HGIII-sPLA2 inh: Inhibits HGIII-sPLA2 liposome hydrolysis, primary screen. inhibition, % at 12.2 µM. 370,000 tested, 0.56% active. QFRET BODIPY PC-A2 liposome hydrolysis, fluorescence. Q9NZ20;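 active = inhibition above mean plus 3 SD of compounds lying within the high and low control bounds, cut at about 19% in these data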;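 also: 0% = median of test compound wells and 100% = no enzyme DMSO wells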
ARFGAP1 inhibitor: inhibits rat ARF GTPase activating protein 1 | Q62848 | Arfgap1-stimulated ARF1 GTP hydrolysis, GDP FP detection | inhibition, % at 16.5 µM | 360,000 tested, 0.26% active;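 active = inhibition above a per-plate limit, mean inhibition of low control wells plus 3 SD, cut at about 25% in these data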;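 also: 0% = DMSO wells with enzyme and 100% = wells lacking Arfgap1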
Target sequence (Q62848 1-136 limits assumed): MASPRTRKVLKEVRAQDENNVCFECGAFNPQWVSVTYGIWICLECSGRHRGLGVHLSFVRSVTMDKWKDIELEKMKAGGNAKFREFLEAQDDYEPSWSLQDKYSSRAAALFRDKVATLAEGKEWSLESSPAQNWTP
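System: truncated rat Arfgap1 GAP domain / Medium: HEPES-based buffer, pH 7.5 / Also added: N-terminally truncated human ARF1-GTP substrate / Incubation: enzyme reaction 120 min at 25 °C after 20 min preincubation / Measured by: FP of antibody-bound GDP Alexa 633 tracer, ex 620/em 688 nm / Replicates: singlicate, each compound tested once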
DDE Tn7 FP inh: inhibitors of Tn7 peptide binding to human fibrin DD(E); P02675; FP displacement of FITC-Tn7 peptide from fibrin DD(E); 0% = median of compound wells per plate; inhibition, % at 8.3 µM; 370,000 tested, 0.13% active;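 active = inhibition above the mean of compounds falling within the control limits plus 3 SD of them, cut at about 14% in these data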;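 also: 0% = plate median of compound wells and 100% = 10 µM Aha-Tn7 peptide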
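Also added: labelled Tn7 tracer, 0.1 µM; Assay system: human fibrin DD(E) protein; Amount: 2 µM fibrin DD(E); Schedule: 10 min compound pre-incubation, 3 h probe incubation at room temperature; Repeats: one replicate per compound; Read-out basis: percent inhibition; Measured by: fluorescence polarization of the labelled Tn7 tracer.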
UHRF1 binding: human UHRF1 methylated DNA binding inhibitors | UHRF1 binding to methylated oligo, TR-FRET | inhibition, % at 4.4 µM | 370,000 tested, 0.75% active | AID 687016; in the data active = inhibition above about 21%;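 also: UHRF1 SRA domain binding a hemimethylated CpG hairpin DNA probe; 0% = median of test compound wells and 100% = reference inhibitor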
Rev-erbA mod: modulates human Rev-erb alpha binding to DNA; Rev-erbα–FITC-DNA binding, fluorescence polarization, 90 min; AID 1259318; P20393; activity, % at 10 µM; 370,000 tested, 0.79% active;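 active = activity above about 14%, limit read from the data; passing the limit was not always enough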;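 also: 0% = DMSO wells with 35 nM protein and 100% = DMSO wells with 750 nM protein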
PLC-gamma1 inh: inhibitors of human phospholipase C gamma1; purified PLC-gamma1, fluorogenic substrate, fluorescence; inhibition, % at 12.2 µM; 370,000 tested, 0.84% active; in the data active = inhibition above about 9.5%
PLCb3 inh: blocks human PLC-beta3 enzyme activity | Purified PLC-beta3, fluorogenic substrate, fluorescence | inhibition, % at 12.2 µM | 370,000 tested, 0.18% active; in the data active = inhibition above about 11%;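 also: 0% = median of compound wells on plate and 100% = full blocker control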
KLK7 zymogen act: activators of human kallikrein-7 zymogen; P49862; purified proKLK7, EDANS-DABCYL substrate fluorescence; 100% is mature enzyme control, 0% vehicle; activation, % at 7 µM; 370,000 tested, 0.9% active;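 active = activation above the mean of all tested compounds plus 3 SD, computed per campaign excluding outliers beyond control limits, cut at about 13% in these data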
Target sequence (P49862 whole entry, looked up): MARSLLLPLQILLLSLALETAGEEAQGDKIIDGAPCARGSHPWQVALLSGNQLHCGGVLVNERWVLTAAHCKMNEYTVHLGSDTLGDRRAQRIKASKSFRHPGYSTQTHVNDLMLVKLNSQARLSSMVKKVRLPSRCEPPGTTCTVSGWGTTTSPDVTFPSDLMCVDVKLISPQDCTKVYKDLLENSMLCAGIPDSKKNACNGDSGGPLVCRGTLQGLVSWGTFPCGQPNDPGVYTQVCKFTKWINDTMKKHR
ASAP1 GAP inh: ASAP1 ArfGAP inhibition. Q9ULH1. ASAP1-stimulated ARF1 GTP hydrolysis, GDP FP detection. inhibition, % at 16.5 µM. 360,000 tested, 0.19% active. AID 624377; in the data active = inhibition above about 25%;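 also: 0% = vehicle with enzyme and substrate and 100% = no enzyme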
Target sequence (Q9ULH1 325-724 limits assumed): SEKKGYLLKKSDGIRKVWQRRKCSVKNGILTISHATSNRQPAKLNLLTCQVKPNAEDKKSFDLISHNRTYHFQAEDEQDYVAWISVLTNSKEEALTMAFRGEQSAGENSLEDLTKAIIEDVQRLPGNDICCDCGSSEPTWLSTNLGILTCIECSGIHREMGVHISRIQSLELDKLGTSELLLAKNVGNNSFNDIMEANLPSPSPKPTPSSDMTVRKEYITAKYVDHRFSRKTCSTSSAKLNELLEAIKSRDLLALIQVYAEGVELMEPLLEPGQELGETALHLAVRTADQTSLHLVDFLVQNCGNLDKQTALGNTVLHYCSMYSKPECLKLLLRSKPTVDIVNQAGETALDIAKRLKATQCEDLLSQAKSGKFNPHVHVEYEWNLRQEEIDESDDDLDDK
An asterisk follows results filed as active; / = no result given.

1	O=c1ccc(S(=O)(=O)N2CCC(Cc3ccccc3)CC2)c[nH]1
2	CC(C)C#Cc1cnc2c(c1)C(=O)N([C@@H](C)CO)C[C@@H](C)[C@H](CN(C)Cc1cccc(F)c1)O2
3	Cc1ccc(N(C)C(=O)CN(C)S(=O)(=O)c2ccc3c(c2)n(C)c(=O)c(=O)n3C)cc1
4	Cc1cc(OC(=O)c2cc(Cl)ccc2Cl)c([N+](=O)[O-])c(=O)[nH]1
5	Cc1cc(NC(=O)CSCC(=O)OCC(=O)Nc2ccc(OC(F)F)cc2)no1
6	O=C(O)C1CCCN1S(=O)(=O)c1ccc2ccccc2c1 (stereo not given)
7	N#Cc1c(NC(=O)c2ccc(-c3ccccc3[N+](=O)[O-])o2)sc2c1CCCC2
8	CN(C)c1ccc(C(CC(=O)O)NC(=O)c2ccc(Cl)cc2)cc1 (stereo not given)
9	O=C(Nc1ccc2c(c1)OCO2)c1cccc(S(=O)(=O)N2CCCC2)c1
10	Cc1csc(NS(=O)(=O)c2ccc(Cl)cc2)n1

assay / entry | 1 | 2 | 3 | 4 | 5 | 6 | 7 | 8 | 9 | 10
DDE Tn6 FP inh | 1.1 | -7.6 | 3.8 | -10.2 | -0.1 | 2.6 | -2.7 | 0.7 | -1.1 | -4.9
HGIII-sPLA2 inh | -24.9 | -2.3 | -6.9 | -2.4 | 6.3 | 2.6 | -2.0 | 1.0 | 0.6 | -15.5
ARFGAP1 inhibitor | 0.4 | 9.4 | 4.6 | -4.6 | 1.0 | 11.1 | -7.0 | -1.5 | 4.3 | -3.7
DDE Tn7 FP inh | -0.2 | 3.8 | -6.8 | -6.2 | -3.1 | -3.5 | 2.1 | 7.0 | -8.0 | 1.9
UHRF1 binding | 3.0 | 5.1 | 0.8 | -2.2 | -0.8 | 1.8 | -5.1 | -0.9 | 4.7 | -2.6
Rev-erbA mod | 0.9 | -1.0 | 9.4 | 3.7 | 1.3 | -5.3 | -0.1 | 5.6 | -3.5 | -6.5
PLC-gamma1 inh | 4.7 | 1.0 | -10.0 | 1.0 | 4.3 | 6.7 | -2.2 | -0.7 | 6.1 | -2.1
PLCb3 inh | 0.2 | 2.6 | -18.4 | 5.6 | -2.3 | 2.7 | -0.1 | 4.1 | 11.1* | -6.1
KLK7 zymogen act | -0.1 | 0.4 | 1.3 | -0.7 | 0.2 | -0.9 | -0.6 | 1.0 | -0.2 | 0.0
ASAP1 GAP inh | 7.9 | -3.8 | 7.4 | 7.1 | 5.0 | -3.0 | 3.9 | -4.9 | 1.2 | -6.8

11	CC(OC(=O)c1cc(=O)[nH]c2ccccc12)C(=O)Nc1ccccc1F (stereo not given)
12	CC1CCN(c2ccc(-c3ccc(NC(=O)c4ccco4)cc3)nn2)CC1
13	Nc1c([N+](=O)[O-])cc(-c2cnc[nH]2)cc1[N+](=O)[O-]
14	Cc1ccc(C=Nc2ccccc2C(=O)Nc2ccccc2)cc1
15	CCn1c(=O)cc(SCC(=O)N2CCN(c3ccccc3F)CC2)c2ccccc21
16	O=C1C2CCCN2C(=O)N1CCCN1CCN(c2ccc([N+](=O)[O-])cc2)CC1 (stereo not given)
17	C/C(=N\NC(=O)c1cccc(S(=O)(=O)N2CCOCC2)c1)c1ccc(OC(F)F)cc1
18	COc1ccccc1Cn1nnc2c(=O)[nH]c(C3CCN(C(=O)c4ccc(C)cc4)CC3)nc21
19	Cc1ccc(S(=O)(=O)N2CCCC2C(=O)N2CCc3ccccc3C2)cc1C (stereo not given)
20	CCOc1ccc(/C(O)=C2/C(=O)C(=O)N(c3ccccn3)C2c2ccc(F)cc2)c(C)c1 (stereo not given)

assay / entry | 11 | 12 | 13 | 14 | 15 | 16 | 17 | 18 | 19 | 20
DDE Tn6 FP inh | -3.0 | 2.5 | -1.3 | -9.7 | -2.2 | 1.2 | -3.1 | 3.1 | -1.1 | -3.9
HGIII-sPLA2 inh | 15.3 | -2.9 | 2.7 | -3.7 | -1.2 | -4.5 | 8.0 | -18.3 | 2.6 | -1.5
ARFGAP1 inhibitor | -11.2 | -0.3 | -5.5 | 3.4 | -1.5 | 6.4 | -13.4 | -0.9 | / | -4.5
DDE Tn7 FP inh | 4.7 | -0.2 | -1.4 | -5.3 | -0.4 | -1.7 | 1.6 | 0.7 | -0.1 | 3.6
UHRF1 binding | 1.8 | 0.6 | -15.7 | 0.5 | 0.8 | -4.5 | -4.0 | -0.3 | 5.0 | -0.4
Rev-erbA mod | 0.6 | 0.4 | 3.4 | 11.7 | -3.3 | 1.5 | 8.1 | 5.8 | -3.1 | 3.3
PLC-gamma1 inh | -38.4 | -34.9 | 0.8 | -427.1 | 0.8 | 0.8 | 0.9 | -0.3 | -2.5 | -45.4
PLCb3 inh | -53.0 | -43.9 | 4.6 | -486.8 | -1.6 | -4.4 | -6.7 | -2.3 | -0.4 | -64.6
KLK7 zymogen act | -35.4 | 1.5 | -0.1 | -21.1 | 0.4 | -0.5 | 0.1 | -0.2 | -0.4 | 14.3*
ASAP1 GAP inh | 1.1 | -5.9 | 6.2 | -9.9 | 6.7 | -8.6 | -1.9 | 6.3 | / | -3.9

21	CCOC(=O)C1(CC2CCCCO2)CCN(S(=O)(=O)c2cccc(F)c2)CC1 (stereo not given)
22	COc1cccc(-c2[nH]nc3c2C(c2ccc(C)o2)C(C#N)=C(N)O3)c1 (stereo not given)
23	CC1CCCCN1S(=O)(=O)c1cccc2cccnc12 (stereo not given)
24	CCCCOC(=O)Nc1nc2ccc(OC)cc2s1
25	COC(=O)[C@]12C[C@H](CC(=O)NCC3CCCCC3)C(=O)N(Cc3ccccc3)C1=C[C@H](C(C)C)O[C@@H]2C1CC1
26	Cc1occc1-c1nc(-c2ccncc2)no1
27	COc1cc(OC)cc(C(=O)Nc2cccc(N3CCCC3)c2)c1
28	Cc1ccc(-c2csc(N(Cc3ccco3)C(=O)c3cccs3)n2)cc1
29	O=C(c1ccc2c(c1)OCO2)N(c1ccc(F)cc1)C1C=CS(=O)(=O)C1 (stereo not given)
30	O=C(NC1CCCCC1)C(c1ccccn1)N(C(=O)c1csnn1)c1ccccc1 (stereo not given)

assay / entry | 21 | 22 | 23 | 24 | 25 | 26 | 27 | 28 | 29 | 30
DDE Tn6 FP inh | -1.7 | 0.5 | -4.1 | 3.8 | -1.7 | 2.8 | -3.0 | 7.7 | 3.6 | 4.6
HGIII-sPLA2 inh | -4.5 | -18.4 | -0.5 | 6.8 | -5.8 | -1.1 | -5.2 | 0.9 | 0.3 | -0.9
ARFGAP1 inhibitor | -7.5 | -5.7 | -9.8 | 0.6 | 2.4 | 3.5 | 16.2 | 11.4 | -0.4 | 6.8
DDE Tn7 FP inh | -1.8 | 2.5 | -5.7 | -7.2 | -5.7 | 1.4 | -2.5 | 0.4 | -1.3 | 1.2
UHRF1 binding | -0.3 | -7.9 | 2.1 | 4.4 | 1.6 | -0.7 | -9.1 | 7.4 | 1.7 | 0.2
Rev-erbA mod | 2.4 | -19.2 | -3.3 | 1.6 | 0.4 | -0.1 | 1.7 | 3.8 | -2.0 | 2.8
PLC-gamma1 inh | 0.4 | -7.5 | 0.4 | 6.7 | 5.1 | 0.7 | -44.4 | 0.5 | 0.8 | 1.2
PLCb3 inh | 1.2 | -21.8 | 2.2 | 2.8 | 12.4* | 0.1 | -50.8 | -0.6 | -0.7 | -2.7
KLK7 zymogen act | 0.2 | -1.0 | 0.0 | -0.3 | -0.1 | 0.1 | 0.7 | -0.3 | 0.1 | -0.2
ASAP1 GAP inh | -3.3 | 6.9 | 0.8 | 6.1 | 14.3 | -1.2 | -4.0 | 5.6 | 4.4 | -11.2

Ordered by formula weight (rising): part of the list above.
22	COc1cccc(-c2[nH]nc3c2C(c2ccc(C)o2)C(C#N)=C(N)O3)c1 (stereo not given)
21	CCOC(=O)C1(CC2CCCCO2)CCN(S(=O)(=O)c2cccc(F)c2)CC1 (stereo not given)
25	COC(=O)[C@]12C[C@H](CC(=O)NCC3CCCCC3)C(=O)N(Cc3ccccc3)C1=C[C@H](C(C)C)O[C@@H]2C1CC1

assay / entry | 22 | 21 | 25
DDE Tn6 FP inh | 0.5 | -1.7 | -1.7
HGIII-sPLA2 inh | -18.4 | -4.5 | -5.8
ARFGAP1 inhibitor | -5.7 | -7.5 | 2.4
DDE Tn7 FP inh | 2.5 | -1.8 | -5.7
UHRF1 binding | -7.9 | -0.3 | 1.6
Rev-erbA mod | -19.2 | 2.4 | 0.4
PLC-gamma1 inh | -7.5 | 0.4 | 5.1
PLCb3 inh | -21.8 | 1.2 | 12.4*
KLK7 zymogen act | -1.0 | 0.2 | -0.1
ASAP1 GAP inh | 6.9 | -3.3 | 14.3

The results go on:
31	CC(C)CCn1c(=O)c2ccccc2n2c(CN(C)Cc3ccccc3)nnc12
32	CC(=O)c1ccc(NC(=O)Nc2ccc(Cl)cc2)cc1
33	CNC(=O)CSc1nc(SC)ns1
34	CCOc1ccc2nc(NC(=O)CSc3nc(-c4ccccc4)c(C#N)c(=O)[nH]3)sc2c1
35	COc1ccc(CC(=O)OCC(=O)Nc2ncc(Cl)cc2Cl)cc1OC
36	N#Cc1ccc(C(=O)N2CCCCC2c2cc(C(=O)NCc3ccccc3)no2)cc1 (stereo not given)
37	COc1ccc(-c2cc(-c3ccc(OC)cc3)c(C#N)c(SC)n2)cc1
38	CCOc1ccc(OCC)c(NC(=O)Cn2c(C)nc3ccccc3c2=O)c1
39	Cn1cc(NC(=O)OCc2ccc(Cl)cc2)c(C(F)(F)F)n1
40	CC(=O)c1cc2c(cc1NC(=O)c1ccc(-n3nc(C)cc3C)cc1)OCO2
41	CCC(NC(=O)c1ccccc1NC(=O)C(C)(C)C)C(=O)N1CCCC1 (stereo not given)

assay / entry | 31 | 32 | 33 | 34 | 35 | 36 | 37 | 38 | 39 | 40 | 41
DDE Tn6 FP inh | 5.9 | -7.2 | -2.6 | -3.8 | 1.4 | -8.3 | -0.1 | 2.0 | 0.6 | -5.3 | -5.8
HGIII-sPLA2 inh | -1.4 | -13.3 | 1.0 | -53.5 | 4.5 | 12.0 | 4.7 | 7.1 | -9.8 | 6.0 | 3.0
ARFGAP1 inhibitor | -5.4 | -0.8 | 2.2 | 1.7 | -4.1 | 13.7 | -8.2 | -3.3 | 9.9 | 14.3 | -1.7
DDE Tn7 FP inh | -1.7 | -0.9 | -2.0 | -6.5 | 0.8 | 0.8 | -4.0 | -0.1 | -6.5 | -9.5 | -8.1
UHRF1 binding | -1.5 | 2.1 | -1.1 | 0.2 | -3.8 | 4.6 | -1.8 | 5.9 | 1.1 | 0.2 | -1.2
Rev-erbA mod | 4.2 | 1.4 | 2.5 | -4.7 | -5.4 | -5.6 | 108.0* | -0.4 | -0.7 | -6.0 | 2.2
PLC-gamma1 inh | 3.3 | 4.6 | 2.8 | -9.9 | -0.9 | 2.2 | -1.6 | 6.9 | 2.4 | -9.0 | -0.2
PLCb3 inh | 3.3 | -2.2 | -11.7 | -12.6 | -2.4 | -2.3 | -2.1 | -0.2 | -5.4 | -20.8 | -6.8
KLK7 zymogen act | -0.3 | -0.5 | -0.3 | -0.4 | -0.3 | -0.8 | -1.2 | -0.1 | 0.2 | 0.4 | 0.0
ASAP1 GAP inh | -10.1 | 0.5 | 3.8 | -6.2 | 1.2 | 1.0 | 4.3 | 9.6 | -6.1 | -6.3 | -7.0
